BAP1 block – human BAP1 deubiquitinase inhibition; Q92560; recombinant BAP1, Ub-AMC hydrolysis fluorescence kinetic; hits give low values; activity remaining (% of control), % at 20 µM; actives 0.48% (n = 72,000);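 active means activity remaining at or below 50% of control, provided the compound also passes the data quality filters; inactive means the rest, including low values that fail the filters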;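 further: 100% = DMSO wells rate and 0% = substrate alone blank rate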
Target sequence (Q92560 whole entry, looked up): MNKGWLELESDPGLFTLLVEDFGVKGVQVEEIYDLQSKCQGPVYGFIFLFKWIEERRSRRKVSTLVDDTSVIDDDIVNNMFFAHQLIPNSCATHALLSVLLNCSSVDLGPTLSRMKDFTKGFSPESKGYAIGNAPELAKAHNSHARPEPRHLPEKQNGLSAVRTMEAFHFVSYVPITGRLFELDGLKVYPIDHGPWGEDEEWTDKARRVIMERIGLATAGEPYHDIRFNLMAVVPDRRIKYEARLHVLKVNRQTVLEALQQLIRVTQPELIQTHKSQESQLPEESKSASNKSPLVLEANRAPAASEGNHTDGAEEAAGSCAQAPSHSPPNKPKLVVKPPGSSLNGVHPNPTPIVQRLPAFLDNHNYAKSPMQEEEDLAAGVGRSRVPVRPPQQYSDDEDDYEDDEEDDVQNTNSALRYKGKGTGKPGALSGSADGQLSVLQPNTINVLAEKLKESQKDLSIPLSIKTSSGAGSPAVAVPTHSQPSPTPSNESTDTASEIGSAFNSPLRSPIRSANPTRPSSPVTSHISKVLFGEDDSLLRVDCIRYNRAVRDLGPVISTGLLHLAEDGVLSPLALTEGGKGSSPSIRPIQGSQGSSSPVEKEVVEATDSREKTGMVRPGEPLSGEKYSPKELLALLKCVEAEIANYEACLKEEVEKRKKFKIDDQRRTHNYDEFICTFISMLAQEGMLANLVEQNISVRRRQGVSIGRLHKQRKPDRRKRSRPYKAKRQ
HePTP inhibitor – human HePTP phosphatase inhibition; P35236; AID 521; inhibition, % at 20 µM; actives 0.64% (n = 110,000); recombinant HePTP phosphatase activity, OD absorbance; in the data active means inhibition above about 50%;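 further: plate controls were vehicle for no effect and reference inhibitor for full effect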
Target sequence (P35236 whole entry, looked up): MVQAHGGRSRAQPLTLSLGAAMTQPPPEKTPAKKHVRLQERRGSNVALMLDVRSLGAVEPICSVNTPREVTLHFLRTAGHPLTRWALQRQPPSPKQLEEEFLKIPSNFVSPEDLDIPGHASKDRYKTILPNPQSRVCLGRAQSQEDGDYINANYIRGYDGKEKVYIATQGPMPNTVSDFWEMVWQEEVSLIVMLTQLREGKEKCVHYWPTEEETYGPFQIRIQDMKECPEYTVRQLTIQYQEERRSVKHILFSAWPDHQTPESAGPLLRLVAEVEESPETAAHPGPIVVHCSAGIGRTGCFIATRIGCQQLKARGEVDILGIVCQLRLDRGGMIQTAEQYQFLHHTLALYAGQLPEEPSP
Numbers without * were called inactive; x = not tested or not shown; & = joins results of further samples.

[1] NC(=O)CSC1=Nc2ccccc2C2=NC(CCC(=O)NCc3ccc(F)cc3)C(=O)N12 (centres undefined)
[2] CSc1ccc(/C=C2\C(=O)NC(=O)N(c3ccc(Br)c(C)c3)C2=O)cc1
[3] CCCC(=O)Nc1ccc(N2CCOCC2)c(Cl)c1
[4] CCn1c2ccccc2c2nnc(SCC(=O)OCN3C(=O)c4ccccc4C3=O)nc21
[5] C=C(C)CSc1nnc(-c2cccc(Cl)c2)n1N
[6] COc1ccc(N(C(=O)Cn2nnc3ccccc32)C(C(=O)NCc2ccco2)c2cccnc2)cc1 (centres undefined)
[7] CCOC(=O)Cc1[nH]nc2c1C(C1C=CCCC1)C(C#N)=C(N)O2 (centres undefined)
[8] COc1ccc(OCCSc2nnc3sc4ccccc4n23)cc1
Compound | 1 | 2 | 3 | 4 | 5 | 6 | 7 | 8
BAP1 block | x | x | x | 87 | x | 94 | 104 | 91
HePTP inhibitor | 7 | 9 | -3 | -9 | 6 | -9 | 11 | 0

[9] Cc1ccccc1NC(=O)c1ccc(-c2ccccc2)cc1
[10] O=[N+]([O-])c1ccc(O)c(C=Nc2ccccc2-c2nc3ccccc3s2)c1
[11] COc1ccc(C(=O)Nc2nc(C)c(C(=O)N(C)C)s2)cc1OC
[12] CCOC(=O)C1=C(C)NC(C)=C(C(=O)OCC)C1c1ccccc1Cl
[13] O=C(c1cn(-c2ccccc2)nc1-c1ccncc1)N1CCCCC1
[14] O=[N+]([O-])c1ccc(N2CCN(CCO)CC2)cc1NC(c1ccccc1)c1ccccc1
[15] O=C(Nc1nccs1)c1ccc(S(=O)(=O)N2CCCCC2)cc1
[16] COc1ccc(CC(=O)Nc2cc([N+](=O)[O-])ccc2C)cc1OC
Compound | 9 | 10 | 11 | 12 | 13 | 14 | 15 | 16
BAP1 block | x | 176 | 111 | 113 | 54 | x | 99 | x
HePTP inhibitor | 6 | x | 0 | x | 9 | -11 | 10 | -5

[17] O=C(C1CC1c1ccccc1)N1CCN(c2cccc(Cl)c2)CC1 (centres undefined)
[18] Cc1cnc(C(=O)Nc2ccc(N3CCN(C(=O)OC(C)(C)C)CC3)cc2)cn1
[19] CSC1=NCCN1C(=O)c1c(F)cccc1Cl
[20] CCN(CC)S(=O)(=O)c1ccc(-c2nnc(SCC(=O)Nc3ccc4c(c3)OCO4)o2)cc1
[21] O=C(c1coc(=O)c2ccccc12)N1CCN(Cc2ccccc2)CC1
[22] CCOC(=O)Cn1c(=N)n(CCOc2cccc(C)c2)c2ccccc21
[23] CCc1cccc(C)c1NC(=O)CSc1nnnn1-c1ccccc1
[24] Cc1ccc(C(=O)N/C(=C/c2cccnc2)C(=O)Nc2ccc(Br)cc2)cc1
Compound | 17 | 18 | 19 | 20 | 21 | 22 | 23 | 24
BAP1 block | 93 | 110 | 115 | x | 96 | 101 | x | x
HePTP inhibitor | -7 | 6 | 5 | 4 | -4 | 16 | -20 | -4

[25] O=C1CC(c2cccc(F)c2)C2=C(CCCC2=O)N1 (centres undefined)
[26] COc1ccc(-c2nc(NC(=O)CSc3nnc(C)s3)ns2)cc1
[27] O=C(NCCN1CCOCC1)N1CCOCC1
[28] Cc1cccc2nc(CSc3nnnn3-c3ccccc3)cn12
[29] O=C(Nc1cccc(O)c1)/C(=C\c1cccnc1)NC(=O)c1ccccc1
[30] O=C(c1cc(-c2ccc(Br)cc2)nc2ccccc12)N1CCN(c2ccc(F)cc2)CC1
[31] CCn1c2ccccc2c2cc(CNCc3ccc(OC)cc3)ccc21
[32] O=C(Nc1c(F)c(F)c(F)c(F)c1F)NC1CCCCC1
Compound | 25 | 26 | 27 | 28 | 29 | 30 | 31 | 32
BAP1 block | 106 | 69 | 97 | 102 | x | x | x | 90
HePTP inhibitor | 11 | 6 | 8 | 2 | -7 | -3 | -4 | 8

[33] CC1(C)Cc2c(C#N)c(N3CCCC3)nc(-c3ccco3)c2CO1
[34] Fc1c(F)c(N2CCOCC2)c(F)c(F)c1-c1c(F)c(F)c(N2CCOCC2)c(F)c1F
[35] COC(=O)CN1C(=O)/C(=C/c2cc(OC)ccc2OC)SC1=S
[36] C=CCN1C(=O)/C(=C/c2ccccc2OCc2ccccc2Cl)SC1=S
[37] Cc1csc(SCc2nc3sc4c(c3c(=O)[nH]2)CCC4)n1
[38] CCOC(=O)C1=C(O)/C(=C/c2cc(OC)c(OC)c(OC)c2)SC1=Nc1ccccc1
[39] O=C(c1ccc(Cl)cc1)c1nnc(-c2ccncc2)o1
[40] O=C(O)CCc1ccc(-c2ccccc2)n1CC1CCCO1 (centres undefined)
Compound | 33 | 34 | 35 | 36 | 37 | 38 | 39 | 40
BAP1 block | 54 | x | x | x | 101 | x | x | 228
HePTP inhibitor | 6 | -23 | -11 | -4 | 6 | -5 | 5 | -16

[41] CC1=C(C(=O)OC(C)C)C(c2ccc(C(C)C)cc2)NC(=O)N1 (centres undefined)
[42] CCC(Sc1nc(C)cc(C)n1)C(=O)N1c2ccccc2Sc2ccccc21 (centres undefined)
[43] CSCCNS(=O)(=O)c1ccc(NC(C)=O)cc1
[44] Cc1ccccc1-c1n[nH]c(=S)n1-c1ccccc1
[45] Cc1c(Cl)ccc2c1NC(=O)C21NC(CCC(N)=O)[C@H]2C(=O)N(c3ccc(Cl)cc3)C(=O)[C@H]21 (some centres undefined)
[46] CCOc1ccc(NC(=O)CCCOc2ccccc2)cc1
[47] CNC(=O)C(=O)NCCc1ccc(Cl)cc1
[48] COc1ccc(OC)c(C2NC(=O)NC(C)=C2C(=O)Nc2ccc(C)cc2C)c1 (centres undefined)
Compound | 41 | 42 | 43 | 44 | 45 | 46 | 47 | 48
BAP1 block | x | x | x | x | 88 | x | x | 77
HePTP inhibitor | 12 | 11 | 3 | -15 | -2 | 5 | 0 | 0

[49] Cc1ccc(N2CC(C(=O)Nc3cccc(C)c3C)CC2=O)cc1 (centres undefined)
[50] c1nc(N2CCCCC2)c2[nH]cnc2n1
[51] COc1cc2ccccc2cc1C(=O)Nc1ccc(Cl)c(Cl)c1
[52] COc1cc(F)ccc1S(=O)(=O)N1CCC(C)CC1
[53] Cc1ccsc1C1CC(=O)NC2=C1C(=O)CC(C)(C)C2 (centres undefined)
[54] O=C(NCCN1CCOCC1)c1cc2n(n1)C(C(F)(F)F)CC(c1ccc(F)cc1)N2 (centres undefined)
[55] COC(=O)c1ccccc1NC(=O)CSc1n[nH]c(CC(C)C)n1
[56] Cc1ccc(NC(=O)Cn2cnc3c(cnn3C(C)(C)C)c2=O)cc1
Compound | 49 | 50 | 51 | 52 | 53 | 54 | 55 | 56
BAP1 block | x | 90 | x | x | 107 | 123 | 171 | 107
HePTP inhibitor | 0 | 1 | 2 | 6 | 8 | -3 | 7 | 3

[57] Cc1ccc(S(=O)(=O)Cc2ccc(C(=O)N3CCN(c4ccc(F)cc4)CC3)o2)cc1
[58] CCOC(=O)N1CCN(C(=O)Nc2ccc3nc(-c4ccccn4)c(-c4ccccn4)nc3c2)CC1
[59] COC(=O)c1ccc(C)c(NC(=O)Cc2coc3cc(OC)ccc23)c1
[60] COCCn1c(N2CCN(c3ccc(OC)cc3)CC2)nc2c1c(=O)[nH]c(=O)n2C
[61] CC(C)N(C(=O)c1ccccc1F)C(C)C
[62] Cc1ccccc1CSc1nnc(Cn2c(=O)sc3ccccc32)n1C
[63] CC(C)(C)NC(=O)c1cc2c(ccc3ccccc32)oc1=O
[64] COc1ccc(C2C(C(=O)OCCOc3ccccc3)=C(C)NC3=C2C(=O)CC(C)(C)C3)c(OC)c1 (centres undefined)
Compound | 57 | 58 | 59 | 60 | 61 | 62 | 63 | 64
BAP1 block | 88 | x | 60 | 96 | x | 82 | x | x
HePTP inhibitor | 9 | 13 | -10 | 5 | 6 | -4 | 3 | -6

[65] CO/C=C/C#CC1(O)CCN(C)CC1
[66] Cc1cc(Cl)c2cc(C(=O)O)ccc2n1
[67] N#C/C(=C\c1c[nH]c2ccccc12)c1ccc([N+](=O)[O-])cc1
[68] CSc1nc(N)c2ncn([C@@H]3O[C@H](COP(=O)(O)OP(=O)(O)O)[C@H](O)C3O)c2n1 (some centres undefined)
[69] COC(=O)c1ccccc1NC(=O)C1COc2ccccc2O1 (centres undefined)
[70] CCOC(=O)CSc1nc2c(sc(=S)n2Cc2ccco2)c(=O)n1-c1ccccc1
[71] COC(=O)C1=C(C)N(CC2CCCO2)C(=O)/C1=C\c1ccc(OC)c([N+](=O)[O-])c1 (centres undefined)
[72] COc1ccc(CCNC(=O)c2cc3sccc3n2C)cc1OC
Compound | 65 | 66 | 67 | 68 | 69 | 70 | 71 | 72
BAP1 block | 99 | x | x | 98 | x | 53 | x | 86
HePTP inhibitor | 4 | 0 | 13 | x | 3 | 3 | 5 | 10

[73] COCC(C)Nc1ncnc2c1cnn2-c1ccc(Cl)cc1 (centres undefined)
[74] O=C(CSCc1ccccc1)Nc1nccs1
[75] COC(=O)c1cc(NC(=O)c2cc(-c3cccc(OC)c3)nc3ccccc23)cc(C(=O)OC)c1
[76] CCOC(=O)c1c(NC(=O)COC)sc2c1CCCC2
[77] COC(=O)Nc1c(-c2ccccc2)nc2ccccn12
[78] C=CCN1C(=O)/C(=C2\SC(=S)N(Cc3ccccc3)C2=O)c2ccccc21
[79] COc1ccc(NC(=O)CSc2ncn(-c3ccccc3)n2)cc1Cl
[80] COc1ccc(C(=O)Nc2ccc(C)c([N+](=O)[O-])c2)cc1OC
Compound | 73 | 74 | 75 | 76 | 77 | 78 | 79 | 80
BAP1 block | 72 | 98 | x | 206 | 79 | x | 60 | x
HePTP inhibitor | 2 | 3&6 | 6 | -4 | -10 | -6 | -10 | 13

Rewritten tab-delimited: part of the list above.
nr	Compound	BAP1 block	HePTP inhibitor
78	C=CCN1C(=O)/C(=C2\SC(=S)N(Cc3ccccc3)C2=O)c2ccccc21	x	-6
79	COc1ccc(NC(=O)CSc2ncn(-c3ccccc3)n2)cc1Cl	60	-10

(listing goes on)
[81] c1ccc(CNn2nnnc2-c2ccccc2)cc1
[82] CCCCSc1nc2c(c(=O)[nH]1)C1(CCCCC1)Cc1ccccc1-2
[83] CC1=NN(c2ccc(S(N)(=O)=O)cc2)C(=O)/C1=C\c1cccs1
[84] Cc1ccc(S(=O)(=O)N2CCSC2c2ccccc2)cc1 (centres undefined)
[85] CCOC(=O)Nc1nnc(-c2ccccc2OC)s1
[86] CSc1ccc(/C=C2\C(=O)NC(=O)N(c3ccc(Cl)cc3)C2=O)cc1
[87] Cc1cc(N2C(=O)C(=O)/C(=C(/O)c3ccccc3)C2c2cccc(Br)c2)no1 (centres undefined)
[88] CCn1c(SCC(=O)Nc2ccccc2F)nc2c(c1=O)SC(C)C2 (centres undefined)
Compound | 81 | 82 | 83 | 84 | 85 | 86 | 87 | 88
BAP1 block | 107 | 71 | x | x | x | x | 79 | 95
HePTP inhibitor | 9 | x | -8 | 9 | 2 | 6 | -4 | -9

[89] O=C1NC(=O)C(=Cc2ccccc2OS(=O)(=O)c2ccc([N+](=O)[O-])cc2)C(=O)N1
[90] O=C(CSc1n[nH]c(-c2ccccc2)n1)Nc1ccccn1
[91] COc1ccc(N(CC(=O)NC(C)c2ccccc2)S(C)(=O)=O)cc1Cl (centres undefined)
[92] O=C(CN(Cc1ccco1)C(=O)CCC(=O)Nc1ccccn1)NCCc1ccccc1
[93] c1csc(CSc2nc3ccccc3s2)c1
[94] O=C(Nc1ccc(Br)cc1)N1CCCCCCC1
[95] Cc1ccc(-c2nn(C)c(=O)c3ccccc23)cc1S(=O)(=O)N1CCOCC1
[96] O=C(Cc1n[nH]c(=O)c2ccccc12)OCC(=O)c1ccc2c(c1)OCCO2
Compound | 89 | 90 | 91 | 92 | 93 | 94 | 95 | 96
BAP1 block | x | x | x | 103 | 56 | 86 | 93 | 73
HePTP inhibitor | 6 | 2 | 7 | -7 | 8 | 1 | 4 | -2

[97] COc1cccc(CN2CCNC(=O)C2CC(=O)O)c1OC (centres undefined)
[98] CCc1c(O)nc(SCC(=O)Nc2ccccc2)n(-c2ccccc2)c1=O
[99] COc1cc(C2C3=C(CC(C)(C)CC3=O)OC3=C2C(=O)CC(C)(C)C3)cc(I)c1O
[100] CC(=O)c1cccc(NC(=O)c2cccc(Cl)c2)c1
[101] COc1ccc(C2C(C(=O)Nc3cccc(C)n3)CCC(=O)N2c2ccc(OC)cc2)cc1 (centres undefined)
[102] O=C(Nc1ccc2oc(-c3ccc(Cl)cc3Cl)nc2c1)c1ccccc1
Compound | 97 | 98 | 99 | 100 | 101 | 102
BAP1 block | 95 | 66 | x | x | 115 | x
HePTP inhibitor | 2 | 8 | -3 | 13 | 6 | -18

Structures above with fluorine, in the order listed:
[1] NC(=O)CSC1=Nc2ccccc2C2=NC(CCC(=O)NCc3ccc(F)cc3)C(=O)N12 (centres undefined)
[19] CSC1=NCCN1C(=O)c1c(F)cccc1Cl
[25] O=C1CC(c2cccc(F)c2)C2=C(CCCC2=O)N1 (centres undefined)
[30] O=C(c1cc(-c2ccc(Br)cc2)nc2ccccc12)N1CCN(c2ccc(F)cc2)CC1
[32] O=C(Nc1c(F)c(F)c(F)c(F)c1F)NC1CCCCC1
[34] Fc1c(F)c(N2CCOCC2)c(F)c(F)c1-c1c(F)c(F)c(N2CCOCC2)c(F)c1F
[52] COc1cc(F)ccc1S(=O)(=O)N1CCC(C)CC1
[54] O=C(NCCN1CCOCC1)c1cc2n(n1)C(C(F)(F)F)CC(c1ccc(F)cc1)N2 (centres undefined)
[57] Cc1ccc(S(=O)(=O)Cc2ccc(C(=O)N3CCN(c4ccc(F)cc4)CC3)o2)cc1
[61] CC(C)N(C(=O)c1ccccc1F)C(C)C
Compound | 1 | 19 | 25 | 30 | 32 | 34 | 52 | 54 | 57 | 61
BAP1 block | x | 115 | 106 | x | 90 | x | x | 123 | 88 | x
HePTP inhibitor | 7 | 5 | 11 | -3 | 8 | -23 | 6 | -3 | 9 | 6

[88] CCn1c(SCC(=O)Nc2ccccc2F)nc2c(c1=O)SC(C)C2 (centres undefined)
Compound | 88
BAP1 block | 95
HePTP inhibitor | -9

Bioassay records (PubChem)
